# Assay outcomes (PubChem BioAssay)
# FN deposit inh: inhibitors of fibronectin matrix deposition, primary screen, AH1F cells, Alexa488-fibronectin fluorescence, plate reader; AH1F fibroblasts, overnight; inhibition, % at 12.6 µM; 0.086% of 350,000 active;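 active = mean inhibition across replicates of 30% or more, regardless of how many single replicates reach that level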;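 also: positive control wells lacked labelled fibronectin entirely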
#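 Material: AH1F fibroblast monolayer depositing Alexa488-labelled fibronectin into matrix | Input: 10000 AH1F cells/well | Medium: DMEM plus 2% serum, read in PBS | Reagent: Alexa488-fibronectin, 24 nM final in well | Compound dosing: One dose per compound, pinned | Schedule: 1 h adhesion, overnight exposure | Measured by: Fluorescence at 485 nm excitation, 525 nm emission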
# PGC1a acetyl inh: inhibitors of PGC1a acetylation signal, primary screen, cell-based, U2OS, AlphaScreen, inhibitor mode; AlphaScreen anti-acetyl-lysine; with virally co-expressed GCN5 acetyltransferase; inhibition, % at 15.6 µM; 0.17% of 350,000 active;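 active = every replicate shows inhibition of at least 40%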;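 also: 0% = neutral control wells and 100% = positive control wells; some results beyond the cut were filed as inactive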
# PglD inh: C. jejuni PglD acetyltransferase inhibitors, primary screen, biochemical, DTNB colorimetric, single point; inhibition, % at 12.5 µM; 0.098% of 360,000 active; purified PglD enzyme, DTNB colorimetric CoA detection; in the data active = inhibition above about 16%, passing the limit was not always enough; also: strong numbers were not always called active
# F508del corr: F508del CFTR correction, initial screen, CFBE line, single point; AID 720511, 2013; activity (quench increase), % at 7.58 µM; 0.36% of 350,000 active; CFBE cells, YFP halide quenching; stimulated with forskolin plus potentiator P3; % fluorescence drop versus neutral controls;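 active = mean added fluorescence quench of at least 8% versus neutral control, with both replicates also reaching 8%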;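 also: cells transiently co-express mutant CFTR-F508del with the halide-sensitive YFP; corrector assay measuring rescue of mutant channel to the surface after 24 h compound exposure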
# Cneo AK release: Cryptococcus neoformans cell lysis inducers, primary screen, AK release luminescence, single concentration; lysis activity, % at 15 µM; AID 651654, 2012; C. neoformans lysis, adenylate kinase release luminescence, 4 h; normalised: neutral wells 0, clomiphene wells 100; 0.2% of 360,000 active;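 active = mean lysis activity across replicates of at least 80%, whatever share of replicates individually reach that level; inactive = mean lysis activity below 80%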
#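 Assay system: C. neoformans cells. Amount: yeast cell density of 5 × 10^6 cells/mL. Technique: AK luminescence. Buffer or medium: YPD. Times: static 4 h at 37 °C with compound, 1 h detection. Dosing: single-point compound dose. Read-out: lysis from increased AK signal.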
# miR122 inh: miR-122 Renilla sensor signal increase in Huh7, primary screen, miR-122 inhibitor project, cell-based, single point, plate reader | Huh7 miR-122 Renilla luciferase sensor, 48 h; neutral wells = 0, positive control = 100 | activation (reporter increase), % at 12.5 µM | 0.3% of 340,000 active | AID 602342, 2012;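 active = mean replicate activation score at least 90 and every replicate individually at or above 90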;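 also: higher luciferase means less miR-122 activity so hits act as miR-122 inhibitors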
# GSIS activator: GLuc luminescence reporter in INS-1E cells, primary screen for activators of glucose-dependent secretion of insulin; 0.61% of 370,000 active; AID 743287, 2014; INS-1E GLuc reporter insulin secretion, 2-3 h; activation, % at 16.6 µM;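 active = lowest replicate activation of at least 40%, so every replicate reaches that level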;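 also: 0% = median of neutral control wells and 100% = median of IBMX positive control wells; some compounds called inactive have numbers as strong as hits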
# C2C12 statin: suppressors of statin myotoxicity in C2C12 myotubes, primary screen, cell-based, single point, plate reader; AID 602340, 2012; rescue of ATP level, % at 7.49 µM; C2C12 myotubes + simvastatin, ATP luminescence, 48 h; scaled: DMSO 0, geranylgeraniol control 100; 0.78% of 330,000 active;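 active = mean ATP rescue above about 67%, or every replicate alone reaching that limit, limit read from the data, passing the limit was not always enough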;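 also: myotubes were challenged with 10 µM simvastatin during compound exposure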
# Starred values were filed as active, the others as inactive; x = no result given; [ ] = another dose, or the depositor's remark.
SMILES,FN deposit inh,PGC1a acetyl inh,PglD inh,F508del corr,Cneo AK release,miR122 inh,GSIS activator,C2C12 statin
C=CCN1C(=O)/C(=C2/Sc3ccccc3N2C)SC1=Nc1ccccc1C,-0.3,-30.1,1.1,x,-0.7,2.9,x,-26.1
COC(=O)c1ccccc1NC(=O)c1onc(C)c1Cl,3.2,0.4,-2.0,0.5,4.9,1.6,5.8,2.9
CCOC(=O)CSc1nsc(SCC(=O)OCC)c1C#N,6.1,4.6,-4.1,x,0.3,-0.1,x,-4.1
Cc1ccc(CCNC(=O)c2ccc3nc4ccc(Cl)cc4c(=O)n3c2)cc1,2.8,18.7,-0.2,-0.4,-2.8,-5.6,-4.4,6.9
CCCNC(=O)c1onc(CSc2ccc(Cl)cc2)c1C(=O)NC(C)C,-9.4,x,5.8,-2.4,2.8,x,14.0,22.2
CCNC(=O)Nc1ccc2c(c1)C(=O)N(C)[C@H]1CC[C@H](CC(=O)NCc3ccccc3F)O[C@H]1CO2,0.0,-4.0,4.2,-0.8,-3.7,-33.3[16.7 µM],4.1,-16.4
CC(=O)Nc1ccc2c(c1)N(S(=O)(=O)c1cccs1)CCC2,1.2,x,-6.5,1.7,-1.1,-1.9,14.9,-6.0
CC(C(=O)Nc1ncc([N+](=O)[O-])s1)N1C(=O)c2ccccc2S1(=O)=O (stereo unspecified),x,x,-5.7,2.9,0.6,-5.0,-1.2,-2.4
Cn1cnc(S(=O)(=O)N2CCCCN3[C@H](CO)[C@@H](c4ccc(C5=CCCC5)cc4)[C@H]3C2)c1,x,-4.8,2.9,2.5,-0.8,4.4[16.7 µM],x,x
Cc1ccc(S(=O)(=O)N(C)C[C@@H]2Oc3ccc(NS(=O)(=O)c4cn(C)cn4)cc3CC(=O)N([C@H](C)CO)C[C@@H]2C)cc1,x,-12.2,x,-0.9,x,4.0[16.7 µM],7.7,7.3
O=C(/C=C/c1ccco1)Nc1ccc(-c2nc3ccccc3[nH]2)cc1,0.5,-16.2,5.0,x,-0.4,101.0*,42.8,x
CC(C)(C)NC(=O)C(c1ccco1)N(C(=O)Cn1nnc(-c2ccc(F)cc2)n1)c1cccc(F)c1 (stereo unspecified),x,-1.0,x,-1.6,x,-2.3,-33.7,13.0

# Some entries already given, limited to FN deposit inh, PGC1a acetyl inh and F508del corr.
smiles	FN deposit inh	PGC1a acetyl inh	F508del corr
CCOC(=O)CSc1nsc(SCC(=O)OCC)c1C#N	6.1	4.6	x
Cn1cnc(S(=O)(=O)N2CCCCN3[C@H](CO)[C@@H](c4ccc(C5=CCCC5)cc4)[C@H]3C2)c1	x	-4.8	2.5
CCNC(=O)Nc1ccc2c(c1)C(=O)N(C)[C@H]1CC[C@H](CC(=O)NCc3ccccc3F)O[C@H]1CO2	0.0	-4.0	-0.8
COC(=O)c1ccccc1NC(=O)c1onc(C)c1Cl	3.2	0.4	0.5
CC(C(=O)Nc1ncc([N+](=O)[O-])s1)N1C(=O)c2ccccc2S1(=O)=O (stereo unspecified)	x	x	2.9
CC(=O)Nc1ccc2c(c1)N(S(=O)(=O)c1cccs1)CCC2	1.2	x	1.7

# The listing continues.
SMILES,FN deposit inh,PGC1a acetyl inh,PglD inh,F508del corr,Cneo AK release,miR122 inh,GSIS activator,C2C12 statin
COc1ccc(Br)cc1-c1noc(-c2ccccc2)n1,x,5.0,-1.1,x,-12.0,-0.8,x,10.5
CCOC(=O)c1c(C)c(C(=O)NCCN2CCOCC2)c(C)n1CC,0.4,4.4,-1.0,x,3.3,2.2,5.1,16.5
C(=C\c1ccccc1)/CN1CCN(C(c2nnnn2Cc2ccccc2)C2CC2)CC1 (stereo unspecified),3.8,9.4,5.8,6.2,-6.2,-0.4,-47.5,14.2
CCCc1cc(=O)[nH]c(SCC(=O)Nc2ccc(S(=O)(=O)N3CCCC3)cc2)n1,1.4,-1.1,-5.2,-0.8,0.7,2.6,-7.8,4.9
COc1ccc2oc(C(=O)OCC(=O)N(C)C3CCCCC3)c(C)c2c1,-3.2,-25.8,-0.4,-0.8,-1.0,-13.0,-13.5,-2.7
Cc1ccc(S(=O)(=O)N2CCN(C(=O)CN3C(=O)NC(C)(c4ccc(Cl)cc4)C3=O)CC2)c(C)c1 (stereo unspecified),-21.9,-3.9,1.1,4.6,-0.3,-0.3,-68.6,-48.2
Cc1ccnc(NC(=O)CN2C(=O)c3ccccc3S2(=O)=O)c1,x,x,-1.4,-6.9,3.2,-6.3,43.2,-1.5
CC1CCC(NC(=O)c2cccc(S(=O)(=O)N3CCN(C)CC3)c2)CC1 (stereo unspecified),-2.2,16.8,-5.6,0.3,0.3,2.0,5.2,6.0
O=C(CCSc1ccccc1)N1CCN(C(=O)c2ccco2)CC1,x,-12.1,6.3,-0.8,1.9,-1.3,-3.0,-4.4
Cc1cccc(NC(=O)CSc2nnnn2C2CCCC2)c1,-13.8,x,1.7,0.2,-6.2,x,7.3,7.7
O=C(CC(=O)NC1CCCCC1)N/N=C/c1ccc(Cl)cc1,x,0.6,x,x,1.0,-4.7,x,-8.7
Cc1c(CCOC(=O)CC23CC4CC(CC(C)(C4)C2)C3)sc[n+]1Cc1ccc([N+](=O)[O-])cc1,-26.9,11.9,-5.2,2.0,-0.7,x,-4.4,-35.3
CCn1c(=O)c(C(=O)Nc2ccccc2)c(O)c2ccccc21,-1.7,x,1.8,2.0,2.4,x,9.5,3.6
Cc1ccn2c(=O)nc(SCC(=O)NC3CCCCC3)nc2c1,0.4,5.4,4.9,-1.2,0.6,x,0.4,5.3
Cc1ccc(-c2ccc(SCC(=O)Nc3nonc3C)nn2)cc1,x,-1.7,2.3,x,-0.4,-4.4,x,-1.0
CC1(C)Cc2ccccc2C(=NCCCC(=O)O)N1,-1.5,-4.9,3.4,x,1.6,-2.9,13.4,3.1
CN(CC(=O)Nc1ccccc1Cl)C(=O)COC(=O)c1ccc(Cl)cc1[N+](=O)[O-],-3.6,-9.0,0.0,-1.5,5.8,x,-0.9,-1.1
C[C@@H]1CN([C@@H](C)CO)C(=O)c2cc(NC(=O)Cc3ccccc3)ccc2O[C@@H]1CN(C)C(=O)Nc1ccc2c(c1)OCO2,x,9.2,0.3,-0.6,-1.1,-7.2[16.7 µM],-4.1,31.9
C/C=C/c1ccc([C@@H]2[C@H](CO)N3C(=O)CN(C(=O)Nc4cccc(OC)c4)C[C@@H]23)cc1,-8.5,14.9,x,1.8,x,x,-7.7,x
CC(=O)N(C)C[C@H]1Oc2cc(-c3ccncc3)ccc2S(=O)(=O)N([C@@H](C)CO)C[C@@H]1C,-0.4,1.7,-0.3,-0.7,-2.1,-6.3[16.7 µM],12.7,5.4
Cc1c(C(=O)Nc2nonc2-c2ccc(F)cc2)oc2ccc(F)cc12,-7.8,x,-0.5,-0.2,1.4,x,-6.4,-7.8
O=C(NC1CCCCC1)c1ccc(CN2CCOCC2)cc1,x,-6.2,-2.3,x,0.4,1.7,x,x
CSc1ccc(C(O)c2ncc(-c3ccccc3F)[nH]2)cc1 (stereo unspecified),3.3,x,1.8,2.7,-1.7,68.5,-9.6,0.0
COC(=O)CC(NC(=O)c1ccc(C)cc1)c1ccc2c(c1)OCO2 (stereo unspecified),0.7,9.5,1.8,x,-0.4,5.1,x,9.3

# The list goes on (three carried over from the part before).
SMILES,FN deposit inh,PGC1a acetyl inh,PglD inh,F508del corr,Cneo AK release,miR122 inh,GSIS activator,C2C12 statin
O=C(NC1CCCCC1)c1ccc(CN2CCOCC2)cc1,x,-6.2,-2.3,x,0.4,1.7,x,x
CSc1ccc(C(O)c2ncc(-c3ccccc3F)[nH]2)cc1 (stereo unspecified),3.3,x,1.8,2.7,-1.7,68.5,-9.6,0.0
COC(=O)CC(NC(=O)c1ccc(C)cc1)c1ccc2c(c1)OCO2 (stereo unspecified),0.7,9.5,1.8,x,-0.4,5.1,x,9.3
CCSc1nc(C(F)(F)F)cc(=O)n1-c1ccccc1,x,-4.5,-3.4,x,2.3,-10.4,x,-3.6
CCN(CC)S(=O)(=O)c1ccc(N2CCCC2)c(NC(=O)c2nn(C)c(=O)c3ccccc23)c1,-5.0,x,0.7,-2.3,1.4,x,-1.7,-15.2
CCOc1ccc(C(=O)NCC(=O)NCC(c2ccco2)N2CCCCC2)cc1OCC (stereo unspecified),5.5,-3.5,-8.2,2.2,-1.2,x,-3.6,6.1
O=C(O)COc1ccccc1/C=N/NC(=O)CSc1nc2ccccc2n1Cc1ccccc1,-11.3,0.1,0.3,-1.2,1.0,7.6,-15.2,6.8
O=C(C1CC1)N1CCc2cc(S(=O)(=O)NCC3COc4ccccc4O3)ccc21 (stereo unspecified),x,1.1,1.3,x,3.1,8.8,x,4.2
Cc1cccc(NC(=O)NC2CCCCCCC2)c1,-7.3,-8.6,-1.7,-1.7,1.0,8.7,x,-9.1
Cc1c(Nc2ccc3nonc3c2[N+](=O)[O-])c(=O)n(-c2ccccc2)n1C,2.7,4.4,x,0.3,x,x,0.5,x
CC(NC(=O)Cn1c(=O)[nH]c2ccsc2c1=O)C12CC3CC(CC(C3)C1)C2 (stereo unspecified),-2.1,4.6,x,x,-0.5,5.8,-18.3,0.8
Cc1n[nH]c(C)c1S(=O)(=O)N1CCCC(C(=O)NC2CCCc3ccccc32)C1 (stereo unspecified),8.5,-5.5,3.9,-3.4,-0.4,x,-2.5,-13.1
C[C@H](CO)N1C[C@H](C)[C@H](CN(C)C(=O)Nc2ccccc2)Oc2c(NC(=O)c3ccc(-c4nccs4)cc3)cccc2C1=O,x,-3.8,-3.1,-0.1,53.8,2.0[16.7 µM],-5.0,x
Cc1ccc(S(=O)(=O)Nc2cccc3c2O[C@H](CN(C)C(=O)Nc2ccccc2)[C@@H](C)CN([C@H](C)CO)C3=O)cc1,x,-4.9,7.3,0.3,8.1,13.5[16.7 µM],-1.7,1.0
COC(=O)c1ccccc1NC(=O)C1CCN(S(=O)(=O)c2cc(C)ccc2OC)CC1,x,-21.7,1.8,x,4.5,3.5,x,28.0
CC(=O)Oc1ccccc1/C=C/c1ccc2ccccc2[n+]1C,0.3,-2.7,-0.8,1.0,-4.9,-4.1,8.3,-1.8
COc1ccc(-n2cc(-c3ccc(OC)c(OC)c3)[nH]c2=S)cc1,-4.2,6.5,x,0.7,x,-3.8,-15.5,0.1
CCN(C[C@H]1N[C@@](C)(C(=O)OC)[C@H]2C(=O)N(Cc3ccccc3)C(=O)[C@@H]12)C(=O)c1ccc(F)cc1,-6.1,x,1.5,1.6,0.3,x,6.6,-1.6
CCC(C)(C)n1nnnc1C(C(C)C)N1CCN(C(=O)c2ccco2)CC1 (stereo unspecified),-10.9,12.1,7.1,2.5,3.7,-4.1,-10.8,37.6
Cc1c(NC(=O)c2ccccc2NC(=O)COc2ccccc2)cccc1C(=O)O,-0.3,x,0.5,-0.8,-0.5,x,2.7,x
Cc1ccc(-c2noc(CCC(=O)Nc3ccc(C)cn3)n2)cc1,x,-10.4,-5.4,x,1.4,-1.7,-8.5,-23.4
C[C@@H]1CN([C@H](C)CO)C(=O)c2cc(NC(=O)Nc3cccc4ccccc34)ccc2O[C@@H](C)CCCCO[C@@H]1CN(C)Cc1ccccc1,4.4,17.8,3.9,-0.5,0.2,1.1[16.7 µM],0.1,x
